Screening data as filed in PubChem BioAssay.
TPT1 inh: Candida albicans TPT1 enzyme inhibitors, primary screen, biochemical, fluorescence polarization | tRNA 2'-phosphotransferase TPT1 (Candida albicans SC5314) | recombinant caTPT1, FP RNA substrate dephosphorylation | inhibition, % at 5 µM | 300,000 compounds, 0.81% hits;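 active means inhibition above the mean of all tested compounds plus 3 SD, set per screening campaign, cut at about 24% in these data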;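 further: plate controls were DMSO alone for no effect and ferristatin control at 100 nM for full effect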
JMJD2C inh: inhibitors of GASC-1 histone demethylase, primary screen, biochemical, fluorescence, DELFIA europium; Lysine-specific demethylase 4C (Homo sapiens), Q9H3R0; GST-JMJD2C(1-420) H3K9me3 demethylation; inhibition, % at 2.35 µM; 330,000 compounds, 0.069% hits;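 active means more than half of a compound's replicate wells show inhibition beyond 50%, single wells judged on their own value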;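 further: signal counts dimethyl H3K9 product captured on neutravidin plate; 0% = median of DMSO wells and 100% = 0.3 times that DMSO median; strong numbers were not always called active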
Target sequence (Q9H3R0 1-420 limits assumed): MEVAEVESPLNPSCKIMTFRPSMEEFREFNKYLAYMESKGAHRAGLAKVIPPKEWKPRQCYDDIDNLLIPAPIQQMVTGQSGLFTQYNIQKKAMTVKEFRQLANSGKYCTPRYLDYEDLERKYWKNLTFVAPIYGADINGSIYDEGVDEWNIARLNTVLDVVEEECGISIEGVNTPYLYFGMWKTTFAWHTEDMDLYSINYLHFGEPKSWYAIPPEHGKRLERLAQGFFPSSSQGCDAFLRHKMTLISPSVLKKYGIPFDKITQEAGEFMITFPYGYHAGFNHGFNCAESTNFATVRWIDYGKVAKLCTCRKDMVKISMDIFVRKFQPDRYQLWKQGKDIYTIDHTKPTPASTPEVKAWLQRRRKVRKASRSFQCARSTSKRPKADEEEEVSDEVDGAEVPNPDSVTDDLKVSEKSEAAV
procasp7 counter: procaspase-7 activators, primary screen, counter-screen for procaspase-3 activator project, biochemical, absorbance, HTS, human | 330,000 compounds, 0.093% hits | recombinant procaspase-7, Ac-DEVD-pNA absorbance 405 nm; D23A/D198A/D206A triple mutant, cannot self-cleave; scale: DMSO 0, 5 µM enzyme 100 | activation, % at 8.5 µM;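 active means percent activation above the screen-wide mean plus 3 SD, cut at about 25% in these data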
Target sequence (P55210 whole entry D23A/D198A/D206A): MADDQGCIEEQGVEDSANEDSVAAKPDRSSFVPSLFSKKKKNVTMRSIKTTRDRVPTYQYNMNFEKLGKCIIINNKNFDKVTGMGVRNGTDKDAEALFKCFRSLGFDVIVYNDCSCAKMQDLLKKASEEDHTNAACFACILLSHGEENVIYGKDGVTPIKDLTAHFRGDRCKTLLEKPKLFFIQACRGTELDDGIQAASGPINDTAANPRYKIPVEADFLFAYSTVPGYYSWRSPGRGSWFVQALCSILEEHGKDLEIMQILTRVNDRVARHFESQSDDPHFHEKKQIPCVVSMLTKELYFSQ
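signal = Epi-absorbance of released pNA at 405 nm, two timepoints | assay system = Uncleavable procaspase-7 mutant enzyme | reagent = Ac-DEVD-pNA substrate, 400 µM as added | times = 1 h enzyme–compound preincubation and 2 h substrate reaction, both 25 °C | benchmarks = low DMSO alone, high DMSO plus 5 µM PC-7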
PP1 inh: PP1-alpha phosphatase inhibitors, primary screen, counter-screen for PP5 inhibitor project, biochemical, fluorescence, OMFP substrate, single point. Serine/threonine-protein phosphatase PP1-alpha catalytic subunit (Homo sapiens), P62136. inhibition, % at 6.7 µM. purified PP1alpha. 320,000 compounds, 0.9% hits. AID 2235, 2010;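 active means inhibition above the mean inhibition of all tested compounds plus 3 SD, computed separately for each screening campaign, cut at about 15% in these data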
Target sequence (P62136 whole entry, looked up): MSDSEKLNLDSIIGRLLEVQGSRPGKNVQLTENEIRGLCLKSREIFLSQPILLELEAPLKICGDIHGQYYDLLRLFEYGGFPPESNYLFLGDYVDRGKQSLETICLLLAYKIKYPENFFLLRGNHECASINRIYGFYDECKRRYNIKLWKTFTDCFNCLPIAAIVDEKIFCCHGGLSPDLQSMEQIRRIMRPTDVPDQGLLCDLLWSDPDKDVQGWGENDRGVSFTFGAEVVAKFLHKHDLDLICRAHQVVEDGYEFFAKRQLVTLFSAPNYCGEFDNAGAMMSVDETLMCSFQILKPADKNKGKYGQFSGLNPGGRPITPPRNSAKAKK
procasp3 activ: activators of human procaspase-3 D3A mutant, primary screen, biochemical, absorbance, PC-3 D3A mutant, single concentration; recombinant procaspase-3 D3A, Ac-DEVD-pNA absorbance 405 nm; activation, % at 8.5 µM; 330,000 compounds, 0.11% hits;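 active means activation above the mean of all tested compounds plus 3 SD, cut at about 21% in these data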;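 further: 0% = DMSO alone and 100% = DMSO wells spiked with extra 5 µM PC-3 D3A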
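Compound: 8.5 µM single point, 0.8% DMSO / Material: Autoprocessing-dead procaspase-3 D3A mutant enzyme / Timing: 1 h preincubation plus 2 h reaction at 25 °C / Medium: Zinc-free HEPES/NaCl buffer with 0.01% Triton X-100 at pH 7.4 / Technique: 405 nm absorbance of p-nitroaniline, reads at 0 and 120 min / Repeats: one well per compound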
core dimer inh: inhibitors of HCV core protein dimerization, primary screen, biochemical, TR-FRET, high-throughput; TR-FRET GST/Flag-core106 dimerization, 1536-well; inhibition, % at 5 µM; 300,000 compounds, 0.33% hits; AID 1899, 2009;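 active means inhibition above the mean of all tested compounds plus 3 SD, set per screening campaign, cut at about 45% in these data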
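System: GST-tagged and Flag-tagged HCV core protein residues 1-106 / Input: core106 proteins, GST 13.5 nM and Flag 17 nM / Buffer or medium: KF-containing HEPES buffer, pH 7.45, DTT, CHAPS, BSA / Probe or stimulus: Eu-anti-GST and XL665-anti-Flag labelled anti-tag antibodies / Schedule: 4 h, 22.5 °C incubation / Technique: TR-FRET 671 and 617 nm emission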
PP5 primary: PP5 phosphatase inhibitors, primary screen, biochemical, fluorescence; Serine/threonine-protein phosphatase 5 (Homo sapiens), P53041; purified PP5c, OMFP substrate fluorescence; inhibition, % at 6.7 µM; 320,000 compounds, 0.18% hits;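 active means inhibition above the campaign's mean inhibition across all tested compounds plus 3 SD, cut at about 9.5% in these data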;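 further: 0% = DMSO only and 100% = 100 µM cantharidin control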
Efflux pump mplx: inhibitors of Candida efflux pumps in yeast, primary screen, S. cerevisiae, Nile Red, multiplex; 330,000 compounds, 0.44% hits; inhibition, % at 10 µM; S. cerevisiae Candida pump triplex;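 active means plate passing quality check with inhibition over a set limit, or well fluorescence over plate mean plus 4 SD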;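 further: Nile Red retained in pooled yeast measured as flow cytometry median fluorescence; 0% = buffer negative control and 100% = Enniatin B positive control; higher means more Nile Red kept so more efflux inhibition; some compounds called inactive have numbers as strong as hits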
Fh CTSL1 inh: Fasciola hepatica cathepsin L1 inhibitors, primary screen, counter-screen for PFM18AAP inhibitor project, biochemical, QFRET, fluorogenic peptide substrate | AID 1906, 2009 | inhibition, % at 5.96 µM | recombinant F. hepatica cathepsin L1, Z-Leu-Arg-MCA fluorescence | 300,000 compounds, 0.49% hits;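 active means inhibition above the mean of all tested compounds plus 3 SD, set per screening campaign, cut at about 17% in these data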;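 further: 0% = plate median of test compound wells and 100% = 1 µM Z-Phe-Ala-diazomethylketone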
* = called active by the depositor; i = inactive; · = not tested or not shown; & = joins results of further samples.

SMILES	TPT1 inh	JMJD2C inh	procasp7 counter	PP1 inh	procasp3 activ	core dimer inh	PP5 primary	Efflux pump mplx	Fh CTSL1 inh
N#C/C(=N\Nc1ccccc1)C(=N)N1CCOCC1	-1	21	11	-4	-6	2	-3.1	-0.1	1
NC(=O)C1CCN(C(=O)C2CCN(S(=O)(=O)c3ccccc3)CC2)CC1	-6	i	14	-3	1	0	1.5	-0.1	0
Cc1ccc(NC(=O)C2CCCN2S(=O)(=O)c2ccc(F)cc2)c(C)c1 (stereo not given)	3	5	0	-4	8	-9	3.8	0.0	-2
COc1cccc(C(=O)Nc2ccc(NC(=O)Cc3ccccc3)cc2)c1	5	9	7	17*	2	-1	0.7	0.0	1
CC(Sc1nc(N)cc(N)n1)C(=O)NCC1CCCO1 (stereo not given)	·	-2	-3	-2	1	·	-1.7	0.1	·
O=S(=O)(c1cccc(-c2nnc(SC(F)F)n2-c2ccccc2)c1)N1CCCCC1	-5	7	8	2	0	4	-1.0	0.0	0
COc1ccc(NC(=O)/C(=C/c2cccs2)NC(=O)c2ccco2)cc1	2	6	-1	-2	-8	-3	1.0	0.0	-1
COc1ccc(OC)c(/C=N/NC(=O)c2ccncc2)c1	-1	4	-5	-5	1	-2	2.9	-0.1	-1
CCN(Cc1ccncc1)C(=O)c1cc(COc2ccc(C)c(C)c2)on1	2	5	2	-4	4	-2	1.4	-1.3	0
COc1ccc(NC(=O)CSc2c3c(nc4ccccc24)CCCC3)c(OC)c1	-1	0	-16	1	3	-7	4.6	0.0	-4
COC(=O)C(CC(C)C)NC(=O)CNC(=O)c1ccccc1C (stereo not given)	-2	-25	-1	-1	2	-5	0.0	0.0	4
O=C(CN(C(=O)CCC(=O)Nc1ccccn1)c1cccc(F)c1)NCc1ccc2c(c1)OCO2	-3	6	-5	-2	-3	2	0.5	0.0	-1
O=C(CN1CCN(Cc2ccccc2F)C1=O)NCCc1ccc(Cl)cc1	0	3	4	-3	15	-1	-0.1	-0.1	0
O=C(Nc1ccc(Oc2ccsc2C(=O)O)cc1)c1ccccc1	1	-20	-20	-4	-6	6	-2.3	-0.1	-3
Cc1sc(NC(=O)c2ccccc2)c(C(c2ccc(Cl)cc2)N2CCN(CCO)CC2)c1C (stereo not given)	-2	-3	6	2	18	2	3.4	0.1	-7
CCCNC(=S)Nc1ccc2nc(-c3ccccn3)c(-c3ccccn3)nc2c1	-3	2	2	2	-3	8	1.3	0.0	0
Cc1ccc(C(=O)Nc2ccccc2)cc1S(=O)(=O)N1CCN(C)CC1	-1	1	-7	-2	7	6	0.8	-0.1	1
COc1ccccc1NCC(=O)n1nc(C)cc1C	-5	-2	-7	4	0	-1	-3.0	0.0	8
NC(=O)CSc1nnnn1-c1ccccc1Cl	-2	-10	-2	-5	2	0	3.0	0.2	3
O=C(Nc1cccc(S(=O)(=O)N2CCCCCC2)c1)C1=COCCO1	-1	2	-5	-6	8	4	-0.9	0.0	-17
FC(F)(F)c1cc(-c2ccccc2)nc(-n2cc(Cl)cn2)n1	-3	-3	-3	2	4	-2	2.5	-0.1	-3
CC(C)C(OC(=O)c1ccco1)C(=O)NCc1ccco1 (stereo not given)	-6	4	-8	-1	-3	4	0.0	-0.1	-18
CCCCn1c(=O)c(CCC(=O)OCC(=O)NCc2ccc(OC)c(OC)c2)nc2ccccc21	0	3	8	-2	12	2	0.1	-0.1	-1
COC(=O)c1cc(Oc2ccc(S(=O)(=O)N3CCOCC3)cc2[N+](=O)[O-])cc(C(=O)OC)c1	·	8	-1	-2	-1	·	2.3	-0.3	·
Cc1ccc(NC(=O)CN2C(=O)C(=O)N(C3CCCC3)C2=O)c(Cl)c1	·	13	-2	-1	7	·	-0.4	-0.2	·
COc1ccc(C(=O)c2cn[nH]c2-c2ccc(C)cc2O)cc1	0	-9	-1	-2	-2	1	0.1	0.0	5
Cc1ccc2nc(Cl)c(C3CC(c4cccs4)=NN3C(=O)CCC(=O)O)cc2c1 (stereo not given)	-1	5	6	-3	0	-1	2.2	-0.1	0
Cn1cc(SCC(=O)O)c2ccccc21	-2	0	3	0	3	-6	0.9	0.1	0
Nc1cnn(Cc2ccc(F)cc2)c1	2	12	-1	-2	0	0	-1.1	0.1	3
CCc1cccc(NC(=S)N(CCN(C)C)C(C)c2ccncc2)c1 (stereo not given)	-2	-1	0	-4	8	2	1.3	-0.1	-2
COc1ccc(C=C2C(=O)OC(C)(C)OC2=O)cc1OC	-1	3	4	-2	3	-12	1.4	0.1	5
COc1ccc(C)cc1NS(=O)(=O)c1ccc2c(c1)CCN2C(C)=O	-6	-2	8	-6	-2	6	1.5	0.1	-5
CC(=O)Nc1ccc(Oc2ccc([N+](=O)[O-])cc2Cl)cc1	0	17	7	0	-6	4	4.0	0.0	0
O=c1[nH]c(Cc2ccccn2)nc2scc(-c3ccccc3Cl)c12	2	-13	-5	2	-7	15	-0.2	-0.1	0
CC1Cc2ccccc2N1C(=O)CSc1nnc(N)s1 (stereo not given)	-6	-2	-8	3	5	1	-1.7	0.0	4
Cc1ccc(C)c(Cn2c3ccccc3c3cnn(CC(=O)NCCCN4CCOCC4)c(=O)c32)c1	2	2	4	-3	5	-1	-2.3	0.0	1
COc1ccccc1NC(=O)Nc1nnc(Cc2ccccc2F)s1	0	-32	0	8	8	0	-0.7	0.1	0
COCCNC(=O)C(c1ccc(C)o1)N(Cc1ccc(OC)cc1)C(=O)Cn1nnc2ccccc21 (stereo not given)	-4	4&21	7	-3	1	-3	1.1	-0.1	-4
C=CCOc1ccc(CNCC2CCCO2)cc1 (stereo not given)	1	-6	0	2	1	-3	-0.9	0.0	2
CCN(CC)C1=NS(=O)(=O)c2cc([N+](=O)[O-])ccc21	1	-2	5	-2	-1	-1	2.6	-0.2	-3

Of the compounds above, two contain an NH in an aromatic ring.
SMILES	TPT1 inh	JMJD2C inh	procasp7 counter	PP1 inh	procasp3 activ	core dimer inh	PP5 primary	Efflux pump mplx	Fh CTSL1 inh
COc1ccc(C(=O)c2cn[nH]c2-c2ccc(C)cc2O)cc1	0	-9	-1	-2	-2	1	0.1	0.0	5
O=c1[nH]c(Cc2ccccn2)nc2scc(-c3ccccc3Cl)c12	2	-13	-5	2	-7	15	-0.2	-0.1	0

Following part:
SMILES	TPT1 inh	JMJD2C inh	procasp7 counter	PP1 inh	procasp3 activ	core dimer inh	PP5 primary	Efflux pump mplx	Fh CTSL1 inh
Cc1ccc(S(=O)(=O)N2CCOCC2)cc1NC(=O)C1CC(=O)N(c2ccc3c(c2)OCCO3)C1 (stereo not given)	-1	3	10	-4	6	2	2.1	0.1	1
Cc1ccc(Nc2nc(NCC3CCCO3)nc(N)c2[N+](=O)[O-])cc1 (stereo not given)	-3	-3	3	1	8	3	3.9	0.3	0
CCn1cc(C(=O)N2CCc3ccccc32)c(=O)c2cc(S(=O)(=O)N3CC(C)CC(C)C3)ccc21 (stereo not given)	-1	11	-1	3	16	16	3.3	-0.2	1
S=C(NCc1ccco1)Nc1ccc(Cl)cc1	-1	1	-5	2	7	-8	1.1	-0.2	5
COc1cc(C(=O)NCCCn2ccnc2)cc(OC)c1OC	2	0	1	-2	3	1	0.7	0.0	-3
OC(COCc1ccccc1)CN1CCc2ccccc2C1 (stereo not given)	0	1	-2	-2	-1	0	1.2	0.1	6
CN(c1ccccc1C(=O)Nc1ccc(S(=O)(=O)N2CCCCC2)cc1)S(C)(=O)=O	0	21	-5	-3	-1	0	0.5	0.1	-10
COc1ccc(C(=O)COc2ccc3ccc(=O)oc3c2)c(OC)c1	-2	-2	-5	0	5	-4	1.0	0.0	3
CC(C)COc1ccc(C(=O)Nc2ncn[nH]2)cc1	3	2	-6	6	-2	-6	5.1	0.2	-6
NC1=NC(=O)C(Cc2ccccc2)S1 (stereo not given)	2	-1	4	-2	-3	-2	1.1	-0.1	-1
CC(OC(=O)Cn1cnc2c1c(=O)n(C)c(=O)n2C)C(=O)Nc1ccc(Cl)cc1 (stereo not given)	2	-2	7	-6	-5	-2	0.6	0.0	3
O=C(NOC(=O)c1ccccc1F)c1ccc(OC(F)F)cc1	2	-11	-3	-1	-7	-1	4.2	0.0	0
O=C(O)C1CSC(CCc2ccccc2)N1 (stereo not given)	5	16	1	-1	-1	-6	2.0	0.1	-4
O=c1ccc(-c2ccccc2)nn1Cc1ccccc1	-1	0	4	0	-13	7	1.7	0.1	-2
COc1ccc(NC(=O)CN(C)C(=O)c2cc3c(s2)CCC(C)C3)cc1 (stereo not given)	-2	20	-5	3	-2	-5	0.8	0.0	0
O=C(CS(=O)(=O)c1ccc(Cl)cc1)NCc1ccccc1	0	-2	13	-5	4	0	-0.3	-0.1	-1
O=C(NC1CC1)C1=C[C@@H](c2csc3ccccc23)C[C@@H](OCc2ccc(CO)cc2)O1	-4	9	-9	1	5	2	3.1	·	1
CCN(CC(=O)Nc1ccc(NC(C)=O)cc1)C(=O)CSc1ncnc2sc(C)c(C)c12	7	1	9	13	-2	0	0.2	-0.1	3
O=C(Nc1ccc(OC(F)(F)F)cc1)Oc1ccccc1N1CCCCC1	1	-9	2	-3	-5	-2	-1.6	0.3	2
O=C(CN1CCOCC1)Nc1ccc(S(=O)(=O)NC2CCCCC2)cc1	0	-1	3	-11	0	-6	0.9	0.4	0
O=C(Cc1ccccc1[N+](=O)[O-])Nc1nccs1	1	0	3	-5	8	3	-1.7	0.0	-2
Cc1cc(C)cc(C(=O)Nc2nc3ccccc3[nH]2)c1	2	8	4	0	0	-1	-0.9	-0.1	-1
Cc1ccccc1C(C(=O)NCc1ccco1)N(CC1CCCO1)C(=O)Cn1nnc2ccccc21 (stereo not given)	-3	-6&4	3	0	-7	0	2.5	0.1	-2
S=C(c1ccc(N2CCCC2)cc1)N1CCCCC1	-4	14	-4	2	-13	-1	2.5	0.2	-2
